# UPR XBP1 act – adaptive UPR (XBP1) activation. AID 463104. activation, % at 20 µM. 330,000 tested, 0.33% active. CHO-XBP1 luciferase reporter, IRE1-XBP1 UPR activation, luminescence; percent of tunicamycin response, DMSO as zero;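 active = versus positive control, 20 µM dose yields 30% or more activation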;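 note: 100% = tunicamycin at 10 µg/mL and 0% = DMSO only wells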
#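 Assay system: CHO-XBP1 luciferase reporter cells; Schedule: 6 h treatment, 37 °C; Detection: glow luminescence from Steady-Glo reagent; Benchmarks: high control tunicamycin 10 µg/mL final, low control DMSO vehicle only.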
# CHOP UPR activ – activators of apoptotic arm of unfolded protein response (CHOP) | CHO-CHOP luciferase reporter, UPR activation, luminescence; percent of tunicamycin response over DMSO baseline | activation, % at 10 µM | 330,000 tested, 0.34% active | AID 449763;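 active = at 10 µM dose, activation of 40% or more, normalized to positive control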;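 note: 100% = tunicamycin at 10 µg/mL and 0% = DMSO alone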
#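 Test system: CHO CHOP reporter cells. Input: 500 CHO-CHOP cells per well. Medium: F12 with 10% FBS. Technique: luciferase luminescence. Measure: percent activation relative to tunicamycin control. Dosing: 10 µM compound, 0.5% DMSO. Timing: 16-18 h cell attachment, then 6 h compound exposure, 37 °C.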
# tim10-1 inh – tim10-1 yeast growth inhibition; S. cerevisiae tim10-1 ts strain growth, BacTiter-Glo, 24 h; 330,000 tested, 2.2% active; inhibition, % at 20 µM; AID 463190;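 active = inhibition of at least 40%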;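 note: mutant grown at 25 °C; 0% = DMSO wells with yeast and 100% = wells holding no yeast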
# NR3A LBD binder – NR3A (human) ligand-binding domain modulation. 340,000 tested, 2.5% active. AID 1259313. NR3A LBD differential scanning fluorimetry, Tm shift; 0% = protein alone, 100% = glycine-bound protein. Tm shift relative to glycine control, % at 25 µM;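 active = melting temperature shift of at least 10% of the positive control shift, at one fixed dose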
# TIM10 inh – inhibits growth of TIM10 yeast strain; S. cerevisiae TIM10 strain growth, BacTiter-Glo luminescence, 24 h; inhibition, % at 10 µM; 330,000 tested, 1.4% active;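 active = inhibition of 40% or more at the single tested concentration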;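 note: wild-type TIM10 isogenic control strain grown at permissive 25 °C; 0% = DMSO yeast wells and 100% = minimal medium wells without yeast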
# APJ agonist – agonists of human APJ apelin receptor | P35414 | CHO-K1 APJ PathHunter beta-arrestin, luminescence; 0% DMSO wells, 100% apelin | activation, % at 20 µM | 330,000 tested, 0.11% active;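 active = activation more than six SD over the plate average, tested at 20 µM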;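 note: 0% = DMSO alone and 100% = apelin-13 at 10 nM; some results filed as inactive read as strong as hits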
# Target sequence (P35414 whole entry, looked up): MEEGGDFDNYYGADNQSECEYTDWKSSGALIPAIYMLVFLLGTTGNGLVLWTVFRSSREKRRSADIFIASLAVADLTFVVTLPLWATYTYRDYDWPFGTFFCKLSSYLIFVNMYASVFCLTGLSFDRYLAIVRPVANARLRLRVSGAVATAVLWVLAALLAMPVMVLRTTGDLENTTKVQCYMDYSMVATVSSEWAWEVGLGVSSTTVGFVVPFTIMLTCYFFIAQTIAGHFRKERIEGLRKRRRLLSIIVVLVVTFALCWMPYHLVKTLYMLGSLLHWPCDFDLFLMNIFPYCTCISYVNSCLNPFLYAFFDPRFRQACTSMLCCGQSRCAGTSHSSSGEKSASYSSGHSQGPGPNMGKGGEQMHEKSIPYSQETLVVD
#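 Material: engineered CHO-K1 APJ arrestin reporter cells; amount: 1000 CHO-K1 reporter cells seeded per well; incubation: compound stimulation 90 min at 25 °C, detection 60 min; signal: luminescent beta-gal fragment complementation, chemiluminescent substrate; read-out basis: APJ agonist activity; controls: DMSO-only wells as negative, 10 nM Apelin-13 as positive control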
# Mdm2 MdmX PPI – human Mdm2/MdmX binding inhibition | AID 485346 | O15151+Q00987 | inhibition, % at 8 µM | SaOS-2 split-luciferase Mdm2/MdmX complementation, luminescence | 330,000 tested, 3% active;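 active = inhibition of at least 50% at 8 µM in the primary screen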
# tim23-1 inh – growth inhibitors of tim23-1 mutant yeast; 330,000 tested, 1.3% active; inhibition, % at 20 µM; S. cerevisiae tim23-1 growth, BacTiter-Glo luminescence, 24 h;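 active = growth inhibition of the mutant yeast at or above 50%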;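 note: temperature-sensitive mutant grown at 25 °C; plate controls were DMSO-treated mutant yeast for no effect and medium wells lacking yeast for full effect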
# NLRP3 yeast inh – NALP3 inhibition in yeast; inhibition, % at 10 µM; 330,000 tested, 0.39% active; AID 2825; Yeast reconstituted NLRP3/ASC/caspase-1, beta-gal luminescence, 24 h;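 active = inhibition of 50% or more; inactive = inhibition below 50%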;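 note: plate controls were induced DMSO wells for no effect and uninduced yeast grown without galactose for full effect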
# * hit, by the source's call; · = no result given.
# The opening two entries (preview)
SMILES,UPR XBP1 act,CHOP UPR activ,tim10-1 inh,NR3A LBD binder,TIM10 inh,APJ agonist,Mdm2 MdmX PPI,tim23-1 inh,NLRP3 yeast inh
O=C(O)CC(Cc1ccc(Cl)cc1)C(=O)NCC12CC3CC(CC(C3)C1)C2 (stereo not given),1,0.6,20,-3,-5,-3,6,18,6
COc1ccc(C)cc1-n1[nH]nnc1=S,-2,0.9,1,1,12,-4,-11,-5,10

# This part in full, from the start:
SMILES,UPR XBP1 act,CHOP UPR activ,tim10-1 inh,NR3A LBD binder,TIM10 inh,APJ agonist,Mdm2 MdmX PPI,tim23-1 inh,NLRP3 yeast inh
O=C(O)CC(Cc1ccc(Cl)cc1)C(=O)NCC12CC3CC(CC(C3)C1)C2 (stereo not given),1,0.6,20,-3,-5,-3,6,18,6
COc1ccc(C)cc1-n1[nH]nnc1=S,-2,0.9,1,1,12,-4,-11,-5,10
O=C(c1ccco1)N1CCN(c2ccc(Cl)cc2)CC1,0,3.6,17,1,10,3,-156,29,24
Cc1cc(F)ccc1NC(=O)c1ccc(NS(=O)(=O)c2cc(C(C)(C)C)ccc2C)cc1,-5,0.3,-5,9,0,0,27,-1,13
CC(=O)c1ccc(C(=O)N2CCCC(CCC(=O)N(C)CCc3ccccn3)C2)s1 (stereo not given),0,1.7,5,0,-11,2,-6,7,-5
COc1ccc2oc(=N)c(C(=O)Nc3ccccc3Cl)cc2c1,3,8.9,11,-1,-6,1,-91,3,11
O=C(O)c1ccc2c(c1)S(=O)(=O)N=C1CCCCCN12,-2,1.7,0,0,11,-2,12,-5,11
COc1ccccc1OCCNC(=O)C1CC(=O)N(Cc2ccc(C)cc2)C1 (stereo not given),-3,-0.4,37,-3,5,14,21,13,18
COc1cccc(COc2ncnc3sccc23)c1,0,0.4,5,-3,-18,-3,11,19,8
O=[N+]([O-])c1cc(Cl)cc2c1nc(NCCO)c1ccccc12,1,-2.4,67*,13*,40,-3,17,55*,9
CN(CC(=O)Nc1ccccc1Cl)C(=O)COC(=O)Cc1ccc(F)cc1,0,-0.4,1,0,-1,-8,8,1,16
O=C(Cc1cccs1)NCCSc1c(-c2ccc(Cl)cc2)[nH]c2ccccc12,-2,5.8,13,6,25,-1,77*,33,-3
CC(=O)c1cccc(NS(=O)(=O)c2ccc3c(c2)N(C(C)=O)CCO3)c1,-4,-0.7,3,-1,-6,-2,10,-1,17
CC1=NN(C(C)C)C(=O)C1,-2,0.1,6,0,-5,3,-32,16,14
O=C(Nc1ccon1)c1ccc(S(=O)(=O)N2CCCCCC2)cc1,12,0.5,-4,1,-17,-3,8,-13,12
COc1ccc(-n2c(=O)c3ccccc3n(Cc3ccccc3F)c2=O)cc1OC,0,16,12,0,-5,-3,-29,24,-8
Cc1cc(C(=O)Nc2ccc3[nH]ccc3c2)no1,-1,1.5,-16,-2,-1,0,-10,-9,24
CN(CC(=O)NCCCn1ccnc1)S(=O)(=O)c1ccc(Cl)cc1,0,1.1,-6,2,-2,-2,8,-9,-7
Cc1ccc(C)c(NC(=O)CN(C)C(=O)CCN2C(=O)c3ccccc3C2=O)c1,-3,1.7,0,0,-2,-2,11,6,-2
CC1CCc2c(C(=O)Nc3cccc(-c4nn[nH]n4)c3)csc2C1 (stereo not given),-2,-1.2,-11,-2,13,5,13,-2,15
COCCn1c(SCC(=O)NC2CC2)nc2ccccc21,0,-0.1,5,4,0,1,-15,7,15
Cc1ccc(-c2csc(NC(=O)CCNC(=O)c3ccccc3Cl)n2)cc1,-1,-1.4,31,-4,23,0,0,25,-4
Cc1c(C(=O)N2CCN(Cc3ccccc3)CC2)sc2ncnc(N3CCOCC3)c12,0,0.1,27,0,-3,-2,21,29,-4
C#CCN(C(=O)CC1C(=O)NCCN1C/C=C/c1ccccc1)C1CCCCC1 (stereo not given),-3,0.3,14,-1,17,-4,4,5,8
CCn1cc(S(=O)(=O)Nc2ccccc2C(F)(F)F)cn1,-2,1.4,19,0,16,0,-16,11,8
SMILES,UPR XBP1 act,CHOP UPR activ,tim10-1 inh,NR3A LBD binder,TIM10 inh,APJ agonist,Mdm2 MdmX PPI,tim23-1 inh,NLRP3 yeast inh
COCc1ccc(CN2CCCC(CCC(=O)NCc3cccc(OC)c3)C2)o1 (stereo not given),-3,-1.4,-17,-1,-15,-2,19,-2,14
c1ccc(OCCOc2ncnc3ccccc23)cc1,1,3.4,19,-1,-9,-3,-36,9,33
Cn1c(SCc2nc(-c3ccc(Cl)cc3)no2)nnc1-c1cccs1,-3,0.2,15,-1,2,-2,24,8,26
Cc1cc(C(=O)NNC(=S)NC(C)c2ccccc2)cs1 (stereo not given),0,1.2,13,-1,-12,1,-13,22,15
CS(=O)(=O)Nc1ccc(C2=NN(S(C)(=O)=O)C(c3ccc4c(c3)OCO4)C2)cc1 (stereo not given),-3,3.8,6,0,7,0,-85,24,9
O=C(Nc1cccc(C(=O)N2CCOCC2)c1)c1ccccc1,-2,3.1,12,0,3,4,17,1,3
O=C(CN1C(=O)C2C3CCC(C3)C2C1=O)NCc1ccco1 (stereo not given),0,1.8,-2,0,-23,0,17,13,-4
CC(C)c1ccc(/C=N/NC(=O)c2ccccn2)cc1,-9,-6.6,20,0,18,-1,-64,24,15
CCN(C(=O)COC(=O)c1nccnc1N)c1cccc2ccccc12,-1,-1.6,2,0,-2,-2,18,10,16
Cc1sc(NC(=O)c2sc3nc4c(C)cccc4cc3c2N)c(C#N)c1C,1,0.9,16,19*,8,-5,-24,25,20
CCOC(=O)Cc1csc(CC(N)=O)n1,0,2.0,-32,1,-11,-2,9,-13,29
O=C(CSc1n[nH]c(=O)n1C1CC1)Nc1ccc(F)c(Cl)c1,2,0.3,-12,1,-10,-5,10,-11,8
Cn1c(=O)c2c(SCc3cccnc3)nc(C3CC3)nc2n(C)c1=O,1,-0.8,21,-4,13,0,25,50*,11
COc1ccc(-c2noc(C3CCCN(C(=O)CCc4ccccc4)C3)n2)cc1 (stereo not given),-2,0.6,42*,0,37,-6,12,48,-33
CN(C(=O)c1ccc(NC(=O)C2CCN(C(=O)OC(C)(C)C)CC2)cc1)C1CCC1,-2,0.3,9,-2,-9,-1,8,2,7
Cc1cc(=O)c(C(=O)OC(C)C(=O)NC(N)=O)nn1-c1ccc(Cl)cc1 (stereo not given),-7,1.6,-23,2,10,-1,2,2,3
CC(C)(C)C(=O)Nc1nc2ccc(S(C)(=O)=O)cc2s1,2,2.8,11,-1,13,-3,6,8,-5
O=C(C(=O)N1CCN(c2ccc([N+](=O)[O-])cc2)CC1)c1cn(CC(=O)N2CCOCC2)c2ccccc12,-4,0.2,2,2,-1,6,14,11,12
CCCOc1ccc(C2C(C(=O)c3ccco3)=C(O)C(=O)N2CCCn2ccnc2)cc1 (stereo not given),0,0.3,9,-1,5,-3,-11,18,0
c1ccc(C2CC(c3cccs3)n3nnnc3N2)cc1 (stereo not given),-1,2.1,20,-1,-1,1,-7,21,1
COc1ccc(C(=O)n2cnc3ccccc32)cc1,-4,4.5,15,1,5,1,18,-2,3
CC/C(=N\NC(=O)CNC(=O)/C=C/c1ccco1)c1ccccc1,2,0.9,11,0,18,-3,29,15,5
COc1cccc(-c2ccc3c(N)c(C(=O)NC4CC4)sc3n2)c1,1,2.5,9,-4,9,0,-23,22,26
C=CCN(CC=C)CCOc1cccc(Oc2ccccc2)c1,3,1.6,-11,0,-2,-4,16,-200,13
O=C(NCC1CCCO1)C1CCCN(S(=O)(=O)c2cccc3nsnc23)C1 (stereo not given),-1,3.8,16,4,-4,-3,-7,3,-7

# Looked up above:
# `COCc1ccc(CN2CCCC(CCC(=O)NCc3cccc(OC)c3)C2)o1` (stereo not given) @ APJ agonist: -2
# `c1ccc(C2CC(c3cccs3)n3nnnc3N2)cc1` (stereo not given) @ CHOP UPR activ: 2.1
# `O=C(Cc1cccs1)NCCSc1c(-c2ccc(Cl)cc2)[nH]c2ccccc12` @ NR3A LBD binder: 6
# `Cc1cc(C(=O)NNC(=S)NC(C)c2ccccc2)cs1` (stereo not given) @ TIM10 inh: -12
# `Cc1cc(=O)c(C(=O)OC(C)C(=O)NC(N)=O)nn1-c1ccc(Cl)cc1` (stereo not given) @ CHOP UPR activ: 1.6

# Following part:
SMILES,UPR XBP1 act,CHOP UPR activ,tim10-1 inh,NR3A LBD binder,TIM10 inh,APJ agonist,Mdm2 MdmX PPI,tim23-1 inh,NLRP3 yeast inh
COc1cc(C(=S)N2CCCC2)ccc1OCc1ccc(C)cc1,1,3.2,-20,-1,-27,-2,-61,12,26
COc1cccc(-c2nc(CS(=O)(=O)CC(=O)NCCCN3CCN(C)CC3)c(C)o2)c1,-1,2.5,12,-2,-7,-3,4,11,8
CC1N=C2c3ccccc3N=C(SCc3cc(=O)n4cc(Cl)ccc4n3)N2C1=O (stereo not given),13,1.2,30,-1,35,0,49,43,22
N#Cc1cc2c(nc1SCc1cccnc1)CCCCC2,0,-2.0,19,-1,10,1,3,5,8
Cc1ccc2[nH]c(C(=O)N/N=C/c3ccccc3C(=O)O)c(-c3ccccc3)c2c1,0,2.0,22,0,-4,-2,20,19,-12
CN1CCN(c2ccc(CNC(=O)c3ccc4c(c3)OCCO4)cc2)CC1,-4,0.1,11,-1,7,5,0,-6,23
C=CCc1cc(C)cc(C)c1OCCn1cncn1,-2,0.2,9,-4,-21,2,16,0,17
COc1ccc(Cl)cc1NC(=O)C(=O)N/N=C/c1cc(C)n(-c2ccc(C)cc2)c1C,4,-1.3,25,0,16,-4,33,15,3
CC12CCC(C(=O)NCCc3ccccc3)(OC1=O)C2(C)C (stereo not given),0,-2.9,19,0,-5,-8,2,17,12
Cc1cc(N2CCCC2)nc2c(C)cccc12,-3,-0.2,8,-2,2,-3,-16,7,8
Cc1nn(C)cc1C1C(C#N)=C(N)N(c2cccnc2)C2=C1C(=O)CCC2 (stereo not given),-1,-0.5,9,2,-6,0,21,7,-1
CN1C(=O)/C(=C/c2ccc(OCc3ccc(F)cc3)cc2)NC1=S,2,7.2,13,-10,-15,0,27,2,14
C=CCn1c(C)csc1=Nc1ccc(C(C)=O)cc1,2,4.0,18,-1,-1,-2,-17,21,20
COc1ccc(/C=C/C(=O)N[C@@H](C)C(=O)O)cc1,-1,0.3,22,-1,13,1,-5,2,7
COc1cc(/C=N/NC(=O)c2cccc(C)c2)ccc1OCC(=O)Nc1ccccc1,5,2.3,-26,19*,4,-3,7,0,20
O=C(Cn1nc(C(F)(F)F)c2c1CCC2)Nc1ccccc1C(F)(F)F,-2,0.7,16,2,5,2,-23,27,25
COCCNC(=O)c1cc2cc(Br)cc(Br)c2oc1=O,-1,-0.7,13,-1,18,-2,7,21,9
CCOC(=O)c1c(C)[nH]c(C)c1C(=O)COC(=O)/C=C/c1ccc(OC(F)F)cc1,-5,0.9,23,-1,18,-2,39,26,8
O=C(NC1CCCC1)C(=O)N(Cc1cccnc1)C(C(=O)NCc1ccco1)c1ccccc1F (stereo not given),-3,1.5,6,-1,19,-4,3,6,6
c1cnc(-c2nnc3n2CCCCC3)cn1,-4,1.8,10,·,12,-2,3,13,20
O=C(NC1CCCCCC1)c1cccc(COCC(F)(F)F)c1,1,2.7,24,-1,13,3,-1,24,-1
COc1ccc(NC(=O)CSc2nc3[nH]c(=O)cc(O)c3s2)cc1OC,-1,0.8,6,-1,6,-3,30,10,9
CCCC(=O)NCc1nc2ccccc2n1C,-2,1.7,-19,1,-8,-3,-4,-10,-2
